# Screening data from PubChem BioAssay.
# MmCpn inh: blocks the Methanococcus maripaludis chaperonin Mm-Cpn. purified Mm-Cpn ATPase, ADP Transcreener TR-FRET. Potency, µM (series often up to 76.9 µM), inactives show top-dose activity, negative = inhibition, most hits filed as inhibitors. 330,000 tested, 0.031% active. AID 504842; further: potency means the concentration at half of the fitted maximal effect; on the % scale 0 is the no-effect control and ±100 the full control effect; nearly all actives have a fitted effect of over 80% in size
#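 ATP (10 uM final) was added to archaeal chaperonin (25 nM final) after 10 min exposure to test compound at 37°C; after 30 min further incubation, ADP was detected by competitive TR-FRET.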
# PI5P4Ka inh: blocks human PI5P4K alpha kinase activity; P48426; PI5P4Kalpha enzyme, ADP-Glo luminescence, 60 min; active compounds read low; max response, %; 330,000 tested, 1.2% active; AID 652105; active means max response of -50% or lower; inconclusive means between -30% and -50%; inactive means -30% or higher; further: value at the top dose of about 77 µM; on the % scale 0 is the no-effect control and ±100 the full control effect
#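 Controls without substrate or without enzyme flank wells where PI5P4Kalpha converts substrate using 5 microM ATP (final). Incubation lasts 60 minutes at room temperature; ADP formed is read by ADP-Glo luminescence.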
# EPAC2 antagonist: antagonists of human EPAC2 | AID 720708 | 360,000 tested, 0.18% active | Q8WZA2 | Potency, µM (top dose mostly 114 µM), without a hit: at the top dose activity, negative = inhibition, usual class: inhibitors | EPAC2 GEF exchange of Rap1B-BODIPY-GDP, fluorescence; further: potency means the concentration at half of the fitted maximal effect; on the % scale 0 is the no-effect control and ±100 the full control effect; nearly all actives have a fitted effect of over 45% in size; many of its hits are not listed in these tables
# CCT modulator: cytosolic chaperonin activity modulation; purified chaperonin ATPase assay, HTRF ADP detection, 30 min; activity change, % (test concentration not listed), hits read low; 360,000 tested, 0.3% active; AID 651819; in the data active means activity change below about -30%; further: on the % scale 0 is the no-effect control and ±100 the full control effect
#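 Nucleotide hydrolysis assay: TRiC at 20–40 nM final (set by batch activity) with 10 uM ATP, 30 min at 37 °C, in presence of 76 uM compound. Detection by competitive ADP HTRF, 30 min ambient.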
# EPAC1 agonist: agonists of human EPAC1. EPAC1 agonist qHTS, biochemical assay; response scale: 100% = response to 6.5 mM cAMP. 360,000 tested, 0.073% active. Potency, µM (top dose mostly 154 µM), inactives show at the highest dose activation, hits mostly activators. O95398; further: potency means the concentration at half of the fitted maximal effect; nearly all actives have a fitted effect of over 60% in size
# Target sequence (O95398 whole entry, looked up): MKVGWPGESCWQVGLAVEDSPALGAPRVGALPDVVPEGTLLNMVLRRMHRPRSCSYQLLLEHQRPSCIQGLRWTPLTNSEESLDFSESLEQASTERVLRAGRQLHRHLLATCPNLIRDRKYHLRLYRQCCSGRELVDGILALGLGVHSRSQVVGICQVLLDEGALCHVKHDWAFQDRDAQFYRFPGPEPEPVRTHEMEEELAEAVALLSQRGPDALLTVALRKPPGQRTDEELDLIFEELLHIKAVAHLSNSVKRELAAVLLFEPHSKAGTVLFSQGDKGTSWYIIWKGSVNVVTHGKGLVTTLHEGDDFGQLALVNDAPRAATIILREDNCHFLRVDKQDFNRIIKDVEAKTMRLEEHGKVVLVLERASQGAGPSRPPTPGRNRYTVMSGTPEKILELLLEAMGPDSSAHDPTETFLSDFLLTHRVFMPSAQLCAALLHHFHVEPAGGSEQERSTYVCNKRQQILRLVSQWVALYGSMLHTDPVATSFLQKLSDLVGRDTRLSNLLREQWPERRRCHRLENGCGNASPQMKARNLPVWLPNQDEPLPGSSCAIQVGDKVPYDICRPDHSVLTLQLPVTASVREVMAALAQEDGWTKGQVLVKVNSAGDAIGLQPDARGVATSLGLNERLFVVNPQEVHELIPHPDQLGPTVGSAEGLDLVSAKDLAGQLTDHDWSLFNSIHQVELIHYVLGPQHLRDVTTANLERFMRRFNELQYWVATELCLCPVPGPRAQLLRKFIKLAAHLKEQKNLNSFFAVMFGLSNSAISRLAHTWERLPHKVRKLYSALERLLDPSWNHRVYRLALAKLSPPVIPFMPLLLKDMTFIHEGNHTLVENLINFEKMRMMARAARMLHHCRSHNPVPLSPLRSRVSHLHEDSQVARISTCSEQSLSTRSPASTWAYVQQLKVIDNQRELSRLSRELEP
#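 Nucleotide exchange by EPAC1 (100 nM) on Rap1B–BODIPY-GDP (250 nM) in the presence of 50 uM GDP is tracked fluorescently at 480/540 nm over 30 min. Signals are normalized to a 6.5 mM cAMP control.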
# PLK1 PBD block: PLK1 (human) polo-box domain binding inhibition; P53350; Plk1 PBD binding of FITC phosphopeptide, fluorescence polarization; Potency, µM, inactives show max response, negative = inhibition, most hits filed as inhibitors; 360,000 tested, 2.8% active; AID 720504; further: potency means the concentration at half of the fitted maximal effect; series mostly up to about 57 µM; on the % scale 0 is the no-effect control and ±100 the full control effect; nearly all actives have a fitted effect of over 65% in size
# WRN inhibitor: WRN helicase (human) inhibition; Potency, µM (highest dose often 114 µM), for the others: top-dose activity change, negative = inhibition, actives largely listed as inhibitors; 360,000 tested, 0.46% active; AID 651768; Q14191; WRN helicase unwinding, fluorescent forked duplex, kinetic; further: potency means the concentration at half of the fitted maximal effect; on the % scale 0 is the no-effect control and ±100 the full control effect; nearly all actives have a fitted effect of over 55% in size
#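 Kinetic red-fluorescence monitoring (525/598 nm) tracks WRN helicase activity after 100 nM fluorophore-quencher forked duplex and 2 mM ATP are added to 20 nM enzyme pretreated 15 min at room temperature with compound.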
# EPAC1 antagonist: blocks human EPAC1 exchange factor; O95398; EPAC1 GEF assay, Rap1b-BODIPY-GDP exchange fluorescence; Potency, µM (top dose mostly 115 µM), inactives show at the top dose activity change, negative = inhibition, usual class: inhibitors; 360,000 tested, 0.14% active;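 further: potency means the concentration at half of the fitted maximal effect; plate controls were vehicle for no effect and positive control for full effect; nearly all actives have a fitted effect of over 50% in size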
# * = called active by the depositor; ? = inconclusive; nt = no result given; & = joins results of further samples; [ ] = dose if it differs, or a comment. Unless noted, the call rests on the fitted dose curve; in most records, active means well fitted curve in the direction sought with a large enough effect; inconclusive means small, poorly fitted or top-dose-only effect, or another doubt; inactive means no such curve, though single readings can be large; an effect the other way counts as inactive or inconclusive.
Compound	EPAC1 agonist	EPAC2 antagonist	PI5P4Ka inh	EPAC1 antagonist	PLK1 PBD block	MmCpn inh	CCT modulator	WRN inhibitor
Cn1cnnc1SCc1ccc(C(=O)n2ncc(C#N)c2N)cc1	8%	-2%	nt	5%	-13%	1%	-0.7	5%
COc1cccc(C2c3[nH]c4ccccc4c3CCN2Cc2cccc(C)n2)c1 (stereo not given)	4%	-6%	4	-6%	8%	-4%	-0.7	-8%
O=C(Nc1ccc(S(=O)(=O)N2CCCCC2)cc1)C1CC(=O)N(c2ccccc2)C1 (stereo not given)	6%	-4%	4	-15%	1%	-2%	-1.1	-9%
O=C(Nc1ccccc1N1CCCCC1)c1cc(S(=O)(=O)N2CCOCC2)ccc1F	17%	-2%	1	-1%	-13%	-1%	-6.2	5%
CCc1ccc(C2C3=C(CCCC3=O)OC3=C2C(=O)CCC3)cc1	8%	?	2	-12%	-15%	-1%	-5.7	-4%
CCn1c(=O)c(C(=O)Nc2ncccc2O)c(O)c2ccccc21	14%	-1%	0	2%	-13%	-1%	-6.9	-30%
O=C(NCc1nnnn1-c1ccc(Cl)cc1)C1CC(=O)N(c2ccc(F)cc2)C1 (stereo not given)	-11%	-9%	1	-1%	-3%	nt	1.4	7%
Cc1cc(C)nc(NC(=NCCc2c[nH]c3ccccc23)NC(=O)Nc2ccc(Cl)c(Cl)c2)n1	5%	19%	1	0%	4%	1%	0.5	-4%
CC(C(=O)Nc1ccccc1)C(=O)Nc1ccccc1	-2%	15%	-4	34%[activator]	-4%	1%	1.6	2%
O=C(CN(Cc1ccccc1)S(=O)(=O)c1ccc(F)cc1)NCc1ccccn1	9%	-1%	-11	17%	-11%	0%	-3.0	2%
O=C(C1CC1)N1CCN(c2ccc(O)cc2)CC1	5%	0%	-15	3%	-4%	2%	-2.6	-3%
CC(C)C[C@@H](CNCC(=O)[C@H](C)NC(=O)c1[nH]cnc1C(=O)N[C@@H](C)CN)NC(=O)c1nc[nH]c1C(=O)N[C@@H](CO)C(=O)O	2%	5%	1	-10%	-9%	nt	0.9	-4%
CCOC(=O)C1=C(C)NC(SCc2cc(=O)[nH][nH]2)=C(C#N)C1c1cccs1 (stereo not given)	11%	-4%	nt	-11%	-18%	-9%	-1.9	-21%
Cc1ccccc1-c1nnc(NC(=O)c2ccc(N3C(=O)CCC3=O)cc2)s1	-4%	10%	-26	-1%	3%	-1%	-5.0	3%
CC1CC(=O)Nc2ccccc2N1C(=O)COc1ccc2cc(Br)ccc2c1 (stereo not given)	-7%	-18%	5	?	3%	-3%	-0.5	-3%
CCc1cccc2c(-c3csc(=NC)n3C)c[nH]c12	6%	-13%	0	-14%	?	-1%	1.2	-4%
CCOC(=O)CSc1cc(CS(C)(=O)=O)nc(-c2ccccn2)n1	8%	1%	-3	7%	-3%	0%	1.5	5%
CCOC(=O)N1CCN(c2ccc(C(=O)c3cccc(F)c3)cc2)CC1	13%	-8%	nt	11%	3%	-3%	2.3	-11%
Cc1ccccc1CCNC(=O)C1CCN(S(=O)(=O)c2ccc(-n3cnnn3)cc2)CC1	-16%	6%	-5	7%	-4%	0%	-1.0	-20%
COc1ccc(CCN=c2c([N+](=O)[O-])nn(-c3cccc(C)c3)n2O)cc1OC	-10%	1%	2	-1%	2%	0%	-2.0	-3%
CS(=O)(=O)N1CCCC(C(=O)NCCCN2CCOCC2)C1 (stereo not given)	0%	6%	nt	9%	0%	0%	-1.2	-4%
COc1ccc(C2=NOC(Cn3nc(C(=O)NCc4ccccc4OC)cc3-c3ccccc3)C2)cc1 (stereo not given)	-7%	-8%	0	?	-4%	-5%	-0.9	-9%
O=C(Nc1ccccc1F)Oc1cccc(OC(=O)Nc2ccccc2F)c1	1%	-8%	-2	2%	-1%	1%	1.9	9%
COc1cc2c(cc1NC(=O)c1cccc(S(=O)(=O)N(C)C)c1)oc1ccccc12	4%	-4%	-4	-11%	0%	-17%	0.8	-14%
CC(=O)Nc1ccc(C(=O)OCC(=O)N(Cc2ccccc2)C(C)(C)C)cc1	-11%	5%[57.1 µM]	-1	5%	-3%	-1%	-0.5	16%
CCNC(=O)COC(=O)c1ccc(-c2nc3ccccc3s2)s1	-2%	-21%	0	7%	-2%	-1%	-0.1	-4%
N#C/C(=C\c1ccc[nH]1)C(=O)Nc1ccccc1F	8%	0%	2	2%	-15%	-2%	-4.6	6%
COc1ccc(-c2cc(=O)c3c(OC)c(OC)c(OC)c(OC)c3o2)cc1OC	-6%	5%	5	-3%	-14%	0%&-5%	-0.8	-2%
O=C(COC(=O)CNC(=O)c1ccco1)Nc1ccc(F)cc1	-1%	-2%	-9	-21%	-3%	0%	-1.1	-2%
COC(C/C=C\[C@@H](O)[C@H](C)OCc1ccccc1)OC	-8%	11%	1	8%	-11%	nt	-3.8	3%
CCOc1ccc(OCC)c(NC(=O)CSc2nc3c(c(=O)n(C)c(=O)n3C)n2CC)c1	-10%	2%	nt	6%	-3%	-1%	-1.4	4%
NC(=O)CC(NC(=O)c1ccccc1)c1ccc(NCCN2CCOCC2)c([N+](=O)[O-])c1 (stereo not given)	-4%	1%	6	-10%	-13%	-2%	-0.1	5%
Cc1ccc(S(=O)(=O)N2[C@H](CC(=O)c3ccc(F)cc3)OC[C@@H]2C)cc1	7%	-6%	-1	-7%	-8%	nt	nt	-5%
COc1cc(OC)cc(C(=O)NCc2cccnc2)c1	7%	5%	7	-9%	-4%	-2%	0.2	-19%
O=C(NCc1cccnc1)c1cccc(S(=O)(=O)Nc2ccc(F)cc2)c1	-1%	-1%	-6	-1%	-8%	4%	-2.9	-1%
O=C1CCCc2sc3c(c2N1)CCCCC3	2%	-2%	nt	2%	-7%	2%	-4.0	-12%
Cc1nc2sc(C(c3ccco3)N3CCC(C)CC3)c(O)n2n1 (stereo not given)	-13%	-6%	-5	8%	-14%	1%	-0.6	-1%
COC(=O)c1c(C(=O)OC)c(-c2ccc(F)cc2)n2c1CS(=O)C2 (stereo not given)	5%	4%	4	-11%	-20%	1%	-1.8	-9%[57.1 µM]
CNS(=O)(=O)c1cc(-c2nnc(N3CCOCC3)c3ccccc23)ccc1C	2%	-4%	6	0%	2%	nt	0.5	-5%
O=C1/C(=C/c2ccc(N3CCCC3)cc2)NC(=S)N1C1CC1	?	10%	nt	18%	54%[activator]	-3%	-0.9	-20%
O=c1c(-c2ccccc2Cl)c[nH]n1-c1ccccc1	8%	4%	-1	-2%	-21%	-1%	-0.4	13%
S=C(NCC(c1cccnc1)N1CCOCC1)NC1CCCCC1 (stereo not given)	5%	19%	2	4%	2%	-1%	-1.6	-2%
O=C(CN(Cc1ccc(F)cc1)C(=O)CNS(=O)(=O)c1ccccc1)NCc1ccco1	12%	1%	-7	-15%	-9%	0%	-2.9	2%
CN(Cc1ccc(C(F)(F)F)cc1)C(=O)[C@H]1O[C@@H](n2cnc3c(N)ncnc32)[C@H](O)[C@@H]1O	-2%	-6%	0	-25%	-4%	nt	1.1	-12%
CC(C)C[C@@H](CN1CCC[C@H]1CN1C(=O)C(=O)NC[C@@H]1Cc1ccc(O)cc1)N1C[C@H](Cc2ccccc2)N(CC2CCCCCC2)C(=O)C1=O	-4%	-13%	-25	-12%	-8%	nt	1.1	-16%

# 3 compounds drawn at random from those above, as already listed:
Compound	EPAC1 agonist	EPAC2 antagonist	PI5P4Ka inh	EPAC1 antagonist	PLK1 PBD block	MmCpn inh	CCT modulator	WRN inhibitor
Cc1ccc(S(=O)(=O)N2[C@H](CC(=O)c3ccc(F)cc3)OC[C@@H]2C)cc1	7%	-6%	-1	-7%	-8%	nt	nt	-5%
O=c1c(-c2ccccc2Cl)c[nH]n1-c1ccccc1	8%	4%	-1	-2%	-21%	-1%	-0.4	13%
COc1cc(OC)cc(C(=O)NCc2cccnc2)c1	7%	5%	7	-9%	-4%	-2%	0.2	-19%

# Further structures follow.
Compound	EPAC1 agonist	EPAC2 antagonist	PI5P4Ka inh	EPAC1 antagonist	PLK1 PBD block	MmCpn inh	CCT modulator	WRN inhibitor
COc1ccc(-c2ccc(CCC(=O)O)n2Cc2ccco2)cc1	2%	-1%	-14	0%	-9%	2%	0.5	-18%
C=CCCN(C(CC(C)C)C(=O)OC)S(=O)(=O)c1cc(Br)ccc1Br (stereo not given)	-12%	-14%	9	-27%	-8%	1%	-1.0	-9%
CN(C)S(=O)(=O)c1ccc(C(=O)OCC(=O)c2ccc(OC(F)F)cc2OC(F)F)cc1	-12%	8%	3	-14%	-1%	0%	4.0	-30%
CCc1ccc(C2CC3C(CN2S(=O)(=O)c2ccc(C)cc2)[C@@H](O)C[C@@H](c2ccc(CC)cc2)N3S(=O)(=O)c2ccc(C)cc2)cc1 (stereo not given in full)	6%	?	6	-1%	-2%	nt	nt	-6%
CCOCCCNC(=O)COC(=O)/C=C/c1ccc(S(=O)(=O)N2CCc3ccccc32)cc1	-5%	-10%	1	-21%	-3%	0%	0.7	-10%
COc1ccccc1NC(=O)C(C)Sc1nc2ccccc2c(=O)n1CC1CCCO1 (stereo not given)	6%	-1%	-2	-15%	-8%	3%	-1.6	-2%
O=C(O)COc1ccc(/C=N/NC(=O)Cc2ccc(Cl)cc2)cc1	-5%	-2%	0	-13%	-12%	2%	-1.5	0%
CCCCOc1ccc(C(=O)CCN2CCCCC2)cc1	-2%	-7%	-25	-3%	?	0%	1.8	-20%
CC1(C)NC(=O)N(CCCSc2ccc(Cl)cc2)C1=O	4%	2%	nt	-9%	-8%	0%	-4.5	-6%
CCn1c(=O)cc(N2CCN(C(=O)c3ccco3)CC2)[nH]c1=O	-3%	4%	2	-3%	-11%	0%	-2.6	-1%
O=C(Nc1ccc2c(c1)OCCO2)C(c1cc2ccccc2o1)N1CCN(c2ccc(F)cc2)CC1 (stereo not given)	-4%	-6%	10	-26%	-19%	nt	-1.4	4%
CCOC(=O)Cn1cnc2c(nnn2-c2cccc(OC)c2)c1=O	4%	7%	1	-10%	2%	-1%	-0.6	0%
Cc1cc(C)n(CC(=O)n2c3ccccc3c3ccccc32)n1	4%	7%	-4	7%	1%	-2%	1.3	2%
CCn1nc(CC(C)C)cc1C(=O)N1CCCC(Nc2ccc(OC)cc2)C1 (stereo not given)	4%	-5%	-7	11%	27µM*	-1%	-2.5	-1%

# Only part of the results is shown, so the mix of outcomes need not match the whole.
